Bioassay records: PubChem BioAssay, several laboratories
FAS-TE inh = blocks the thioesterase domain of human fatty acid synthase; P49327; recombinant FAS-TE, OMFH fluorogenic substrate, fluorescence endpoint; inhibition, % at 15 µM; 360,000 compounds, 0.67% hits; AID 602261;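 active = compounds whose normalised, plate-corrected inhibition of enzyme fluorescence in the single-dose primary screen is 50% or more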;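 also: 0% = DMSO with enzyme and 100% = substrate without enzyme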
TbMetRS inhib = Trypanosoma brucei MetRS inhibition | inhibition, % at 11.9 µM | 360,000 compounds, 0.4% hits | purified T. brucei MetRS, ATP depletion, Kinase-Glo luminescence | AID 624268;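 active = inhibition above a per-plate cutoff of the control wells' mean inhibition plus 3 SD, cut at about 5.5% in these data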;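 also: 0% = DMSO wells median and 100% = median of wells with control inhibitor compound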
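technique = Kinase-Glo luminescence, ATP depletion format | system = purified MetRS (methionyl-tRNA synthetase) enzyme from Trypanosoma brucei | timing = 15 min preincubation, 2 h reaction, all 25 °C | evaluation = percent inhibition versus plate control medians | dosing = single dose, 11.9 µM final nominal, 0.9% final DMSO | also added = substrates ATP, L-methionine and bulk Escherichia coli tRNA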
bovine MsrA act = bovine methionine sulfoxide reductase A activation; 360,000 compounds, 0.3% hits; AID 602163; activation, % at 10.6 µM; purified bovine MsrA, absorbance read-out; in the data active = activation above about 7.5%;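 also: 0% = vehicle and 100% = reference activator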
MT1-MMP act inh = MT1-MMP (human) activation inhibition; HT1080 RFP-PRO-GFP cells, GFP/RFP ratio fluorescence, overnight; percent of plate control window, DMSO zero; GFP/RFP ratio change, % at 20 µM; 360,000 compounds, 0.061% hits;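 active = GFP/RFP ratio change of at least 30% with cell ATP level not reduced by more than half and red fluorescence within 50% of control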; also: strong numbers were not always called active
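Assay system: RFP-PRO-GFP reporter HT1080 cells; read-out basis: GFP/RFP fluorescence ratio; benchmarks: DMSO wells and RFP-L50D-GFP cells; doses: 20 µM single dose, 1% DMSO; schedule: overnight cell settling, then overnight compound exposure, 37 °C, 5% CO2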
eLon inh = E. coli protease La inhibition | inhibition, % at 7.94 µM | 360,000 compounds, 0.42% hits | AID 602123 | purified E. coli Lon protease, fluorescence polarization | P0A9M0; in the data active = inhibition above about 13%, passing the limit was not always enough;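 also: 0% = enzyme with probe and DMSO and 100% = no enzyme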
Target sequence (P0A9M0 whole entry, looked up): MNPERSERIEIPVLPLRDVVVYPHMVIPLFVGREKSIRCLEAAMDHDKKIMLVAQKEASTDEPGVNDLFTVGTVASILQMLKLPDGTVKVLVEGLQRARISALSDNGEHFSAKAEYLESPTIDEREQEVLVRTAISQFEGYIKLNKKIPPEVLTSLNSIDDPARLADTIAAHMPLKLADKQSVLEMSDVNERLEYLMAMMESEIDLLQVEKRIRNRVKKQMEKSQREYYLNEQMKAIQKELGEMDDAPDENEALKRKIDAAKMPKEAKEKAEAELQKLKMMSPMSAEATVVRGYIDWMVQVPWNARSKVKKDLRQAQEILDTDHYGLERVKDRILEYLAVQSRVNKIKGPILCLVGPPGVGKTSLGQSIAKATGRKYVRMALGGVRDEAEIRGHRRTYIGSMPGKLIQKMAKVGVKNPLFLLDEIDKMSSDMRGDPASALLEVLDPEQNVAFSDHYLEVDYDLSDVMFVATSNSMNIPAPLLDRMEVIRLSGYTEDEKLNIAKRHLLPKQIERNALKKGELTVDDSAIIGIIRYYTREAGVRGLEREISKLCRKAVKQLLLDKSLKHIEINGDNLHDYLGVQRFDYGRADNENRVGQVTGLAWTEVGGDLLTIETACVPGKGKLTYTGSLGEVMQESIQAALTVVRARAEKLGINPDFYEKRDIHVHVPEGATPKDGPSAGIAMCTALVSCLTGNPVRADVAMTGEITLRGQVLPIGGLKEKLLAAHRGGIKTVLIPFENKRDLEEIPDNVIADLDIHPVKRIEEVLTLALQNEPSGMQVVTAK
SKN-1 block = inhibitors of C. elegans SKN-1 | C. elegans VP596 Pgst-4::GFP/RFP ratio, acrylamide-induced, 24 h | 360,000 compounds, 0.49% hits | inhibition, % at 21.8 µM;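 active = interference check ratio from 0.5 to 1.5 plus GFP to RFP signal ratio inhibition reaching or exceeding a fixed threshold, cut at about 30% in these data, passing the limit was not always enough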; also: some compounds called inactive have numbers as strong as hits
PABP1 MLLE inh = blocks PAM2 peptide binding to the PABP1 MLLE domain; P11940; GST-MLLE / FITC-PAM2 fluorescence polarization; inhibition, % at 20 µM; 360,000 compounds, 0.36% hits; AID 588489; in the data active = inhibition above about 35%, passing the limit was not always enough;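 also: plate controls were DMSO wells with GST-MLLE for no effect and wells lacking GST-MLLE protein for full effect; some results filed as inactive read as strong as hits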
NRP1-CendR mod = modulators of CendR peptide binding to human neuropilin-1; inhibition, % at 25 µM; FAM-RPARPAR peptide binding to NRP-1, fluorescence polarization; 360,000 compounds, 0.85% hits; AID 602438;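 active = inhibition or corrected inhibition above about 18%, plus a signal ratio from 0.5 to 1.5, limit read from the data, passing the limit was not always enough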; also: strong numbers were not always called active
MsrA inh = inhibitors of bovine MsrA. 360,000 compounds, 0.75% hits. purified bovine MsrA, absorbance read-out. inhibition, % at 15.5 µM; in the data active = inhibition above about 4.5%;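 also: 0% = vehicle wells with enzyme and 100% = reference inhibitor wells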
* marks the source's active call; other numbers are inactive results; x = no result given.

SMILES	FAS-TE inh	TbMetRS inhib	bovine MsrA act	MT1-MMP act inh	eLon inh	SKN-1 block	PABP1 MLLE inh	NRP1-CendR mod	MsrA inh
COc1cccc(NC(=O)CN(C)S(=O)(=O)c2ccc3c(c2)n(C)c(=O)c(=O)n3C)c1	-4	-0.4	-5	1	-12	2	8	7	0.8
COC(=O)c1c(-c2ccc(S(C)(=O)=O)cc2)sc2cc(OC)ccc12	19	-0.4	-4	2	15	-9	-1	13	2.2
Cc1cccc(NC(=O)c2sc(NC(=O)c3ccco3)c(C#N)c2C)c1C	-10	-1.1	-8	2	3	10	-4	-6	4.0
CN(C(=O)C1CCC(=O)N(Cc2cccc(F)c2)C1)C1CCCCC1 (stereo not given)	-2	-0.1	1	0	-16	-1	-1	8	-0.6
O=C1NCCOC(=O)[C@@H](Cc2ccc(F)cc2)C/C=C\C[C@@H]1CC(=O)N(CCO)Cc1ccccc1	-12	-0.4	-4	7	-5	9	-2	7	-0.1
CCCCn1nnnc1C(c1cc2ccccc2o1)N(C)Cc1ccc(Cl)c(Cl)c1 (stereo not given)	23	0.3	-2	-6	-7	-2	x	26*	-0.4
CC1CCCCC12NC(=O)N(CC(=O)Nc1ccccc1N1CCOCC1)C2=O (stereo not given)	-10	-0.7	-10	1	7	-6	-6	5	-0.8
Cc1ccc(C(=O)NNC(=O)c2ccc3c(c2)OCCO3)cc1	4	-0.1	-4	3	-11	-20	7	4	-1.1
CCOC(=O)c1c(-c2cccs2)csc1NC(=O)CN1CC(C)OC(C)C1 (stereo not given)	21	-0.5	1	-7	6	37*	7	-12	0.3
CCOC(=O)c1[nH]cnc1C(=O)Nc1ccc(Cl)cc1	-7	-0.6	-5	1	-1	-15	14	5	2.1
COCc1ccc(C(=O)N2CCCC(C(=O)c3cc(F)ccc3F)C2)s1 (stereo not given)	-2	-0.7	-2	11	-4	7	-5	3	0.2
Cc1cc(/C=C2\C(=N)N3N=C(c4ccco4)SC3=NC2=O)c(C)n1Cc1ccccc1	18	0.1	1	-5	-15	-12	-19	-46	-0.3
COc1ccc(Cl)cc1NC(=O)c1ccco1	1	-1.6	-4	3	0	23	-8	-4	-0.8
CSc1ncc(CN2CCN(CC=C(C)C)C(CCO)C2)cn1 (stereo not given)	-4	-0.5	-3	-1	-4	3	-5	0	0.5
C/C(=N\O)C1(C)N(O)C(C)(C)C(c2ccc(F)cc2)=[N+]1[O-] (stereo not given)	-7	-0.2	6	6	2	13	7	0	-0.8
Cc1ccc(C)c(-n2c(CNC(=O)c3ccco3)nnc2SCC(=O)N2CCc3ccccc32)c1	-7	0.2	-4	0	-3	39*	-11	-11	-0.1
CCOc1ccc(C(=O)NC(=S)N2CCN(c3ccc(C(F)(F)F)cc3[N+](=O)[O-])CC2)cc1	-9	-0.5	-3	5	3	7	-5	-14	1.2
CC(=O)Nc1ccc(S(=O)(=O)NC(CSc2ccc(C(=O)O)cc2[N+](=O)[O-])C(=O)O)cc1 (stereo not given)	-3	-0.3	3	2	-1	17	26	1	1.7
CN(CC(=O)OCC(=O)NCC(F)(F)F)S(=O)(=O)c1ccc(Cl)cc1	-3	0.2	-3	5	-5	-5	1	1	0.2
COC(=O)[C@]1(C)N[C@H](CN(C)S(=O)(=O)c2ccc(C(C)(C)C)cc2)[C@@H]2C(=O)N(C)C(=O)[C@@H]21	-7	x	x	-1	x	8	-1	2	1.0
O=C(NN/C(=N/S(=O)(=O)c1ccc(Cl)cc1)c1ccccc1)c1ccc(O)cc1	-6	-1.3	-8	-4	15	-3	27	-4	-0.3
COc1ccc(Cl)cc1NC(=O)C12CCC(C)(C(=O)O1)C2(C)C (stereo not given)	2	-0.8	-4	-4	-4	-29	-3	-4	0.8
COc1ccc(Cc2nc3ccc(C(=O)NCc4cc(C)no4)cc3o2)cc1OC	-3	-0.4	2	3	0	16	-8	7	-0.3
CCc1cccc2c(C(=O)CN3C(=O)NC4(CCc5ccccc54)C3=O)c[nH]c12 (stereo not given)	15	-0.4	-3	9	-7	-7	-34	5	0.7
O=C(Nc1nnc([C@@H]2O[C@H](CO)[C@@H](O)[C@H]2O)s1)Nc1ccccc1C(F)(F)F	-7	0.1	1	0	2	-3	-17	4	0.4

Next section:
SMILES	FAS-TE inh	TbMetRS inhib	bovine MsrA act	MT1-MMP act inh	eLon inh	SKN-1 block	PABP1 MLLE inh	NRP1-CendR mod	MsrA inh
CN(C(=O)c1cccc(NC(=O)Cc2ccc(NC(=O)C3CCN(C(=O)C4CCC4)CC3)cc2)c1)C1CCCC1	-5	-0.8	-3	-6	-7	-4	-4	2	-0.5
CCN(c1ccccc1)S(=O)(=O)c1ccc(F)cc1	0	-0.5	5	-4	-2	0	10	0	0.8
Cc1nc(NCCc2ccc(O)cc2)c2nnn(Cc3ccccc3)c2n1	9	0.2	-2	3	2	0	2	3	0.7
COc1cc(/C=N/NC(=O)CSc2ccccn2)ccc1O	-3	-0.5	-1	2	0	-7	12	0	1.8
Cn1nc(C(=O)Nc2nnc(C3CC3)s2)c2ccccc2c1=O	-6	-0.4	-3	0	-5	2	-9	4	0.6
CC(C)CCNC(=O)Nc1ccc2c(c1)N(C)C(=O)CS2	11	-0.7	-8	2	-5	4	8	-4	-0.5
COc1ccc(S(=O)(=O)Nc2ccccc2C(=O)OC2CCCN(C)C2)cc1OC (stereo not given)	-9	0.4	-4	-5	-11	1	-9	-10	-1.4
CSc1ccccc1NC(=O)c1cc(C2CC2)on1	2	-0.8	0	1	-5	-9	14	-10	0.7
CN(C)c1ccc(C(=O)Nc2ccc(O)c3c(=O)cc(-c4ccccc4Cl)oc23)cc1	17	-0.1	-4	4	10	7	-5	19	0.5
COc1cc(NS(=O)(=O)c2ccc3c(c2)NC(=O)CO3)cc(OC)c1	0	-0.7	-1	-4	1	-2	-2	-4	0.2
COc1ccc(-c2cnc3c(NC=O)cc(-c4ccc(F)cc4)cn23)cc1OC	10	-0.1	-6	-4	-15	12	-7	-3	0.1
Cc1c(C(=O)Nc2ccc(OC(F)(F)F)cc2)sc2nc3n(c(=O)c12)CCC3	10	-0.1	2	-1	-2	-5	1	44*	0.8
O=C(COc1cc2oc(=O)c3c(c2cc1Cl)CCC3)NCCCN1CCOCC1	-9	0.1	-2	5	0	11	10	10	-0.1
Cc1ccc(N)cc1-n1c(C)ccc1C	-12	0.3	0	-24	-9	2	-14	-31	0.7
CC1CCCCN1CCn1c(=S)[nH]c2cc3c(cc2c1=O)OCO3 (stereo not given)	-3	0.3	-3	-3	-6	-9	-63	-3	2.5
Cc1ccc(NC(=O)CN(C)C(=O)c2ccccn2)cc1	-5	-0.2	-6	0	0	3	2	0	-0.9
CC(C)c1ccc(C2/C(=C(/O)c3ccc(F)cc3)C(=O)C(=O)N2CCCN2CCOCC2)cc1 (stereo not given)	3	-1.1	-5	0	0	-15	3	-16	0.9
CC(=O)Nc1ccc(C(=O)N2CCCC(c3cc(C(=O)Nc4ccccc4Cl)no3)C2)cc1 (stereo not given)	-8	0.2	-2	-1	-3	7	-5	-10	-1.2
COc1ccc2[nH]c(=O)cc(C(=O)O)c2c1	-8	-1.4	-11	-4	-7	4	-117	-4	-0.7
CC(NCC1(N2CCOCC2)CCCCC1)C(=O)Nc1ccc(Cl)cc1Cl (stereo not given)	1	-0.2	-2	-3	6	-4	9	-5	0.2
O=C(Nc1cc([N+](=O)[O-])ccc1Cl)C1CC1	3	-0.1	-3	-7	3	1	-12	-9	-0.7
O=C(Nc1ccc(Cc2nc3ccccc3s2)cc1)c1ccncc1	-12	0.0	-1	4	-7	-5	-27	-6	1.6
COc1ccc(NC(=O)CSc2nnc(-c3cccnc3)s2)cc1	-4	0.2	-1	2	-3	-2	-9	13	-0.5
CCN(Cc1ccccc1)C(=O)C1CCN(C(=O)Nc2ccccc2)CC1	-8	-0.2	0	2	-8	2	3	7	1.5
O=C(CN1CCOCCOCCOCC1)Nc1ccccc1	-11	-0.2	-2	0	-2	1	12	-15	0.5

The results go on:
SMILES	FAS-TE inh	TbMetRS inhib	bovine MsrA act	MT1-MMP act inh	eLon inh	SKN-1 block	PABP1 MLLE inh	NRP1-CendR mod	MsrA inh
O=C(NCc1ccco1)C1CCN(C(=O)c2cc3sccc3n2Cc2ccc(F)cc2)CC1	8	0.6	-1	2	-7	17	1	9	-0.3
Cc1ccc(-c2cc(C(=O)Nc3sc4c(c3C(=O)NCc3ccco3)CCC4)[nH]n2)c(O)c1	-3	0.1	-7	0	1	-13	-9	-15	0.1
COc1ccc(S(=O)(=O)NCC2CCCN(C(=O)c3ccccc3)C2)cc1 (stereo not given)	-4	-0.8	-2	2	-5	-3	-11	-4	-0.8
Cc1ccc2nc(N3CCN(Cc4nnnn4C4CCCC4)CC3)c(C#N)cc2c1	22	-0.5	-3	-1	-2	14	-4	-3	-0.7
CC1(Oc2cnc(Cl)c3ccccc23)CCN(Cc2ccc(-c3ccccn3)cc2)C1 (stereo not given)	10	-0.3	-3	-5	0	-1	-6	3	-0.3
Cc1cccc(OCC(=O)Nc2ccc3c(c2)nc(CN2CCCCC2)n3C)c1	-1	1.7	-2	0	-10	-2	-4	0	0.9
N#Cc1ccccc1OCC(=O)Nc1ccc2c(c1)OCCO2	0	-0.1	-1	4	-3	10	-4	2	-0.9
COc1ccc(Cn2nnnc2C(c2ccc(N(C)C)cc2)N2CCC(C)CC2)cc1 (stereo not given)	18	-0.1	-4	-1	-4	23	3	-1	-1.3
O=C1CN(C(=O)c2ccccc2Cl)c2ccccc2N1	-3	-1.0	-4	0	-5	9	4	16	-0.1
O=C(NCc1ccc(S(=O)(=O)NC2CCCCC2)s1)c1ccccc1	-2	-0.8	-3	-1	-7	-4	14	2	1.8
COc1ccc(C(=O)Nc2nc(C)cc(C)n2)cc1[N+](=O)[O-]	-10	1.1	-2	4	-1	-7	12	-3	0.0
COc1ccc(N2CCN(C(C)=C3C(=O)c4ccccc4C3=O)CC2)cc1	-6	-0.2	-2	1	0	3	8	-3	0.1
CSc1ccccc1NC(=O)CN(Cc1ccc(Cl)cc1)S(C)(=O)=O	12	0.3	-1	-3	-10	8	-1	1	0.7
Cc1c(NC(=O)COc2ccc3ccc(=O)oc3c2)c(=O)n(-c2ccccc2)n1C	-1	-0.6	-8	0	7	-34	-17	-1	0.5
Cc1nc(C)n(CC(=O)N2CCCC(C(=O)c3ccc(Cl)cc3C)C2)n1 (stereo not given)	-4	-0.2	-5	1	4	-3	-6	-2	0.0
CC(C)c1ccc(N(C(=O)CNC(=O)c2ccco2)C(C(=O)NC2CCCC2)c2cccnc2)cc1 (stereo not given)	11	-0.8	1	-2	7	28	-9	7	0.0

A second format for part of the listing above:
molecule | FAS-TE inh | TbMetRS inhib | bovine MsrA act | MT1-MMP act inh | eLon inh | SKN-1 block | PABP1 MLLE inh | NRP1-CendR mod | MsrA inh
CCN(Cc1ccccc1)C(=O)C1CCN(C(=O)Nc2ccccc2)CC1 | -8 | -0.2 | 0 | 2 | -8 | 2 | 3 | 7 | 1.5
COc1cc(NS(=O)(=O)c2ccc3c(c2)NC(=O)CO3)cc(OC)c1 | 0 | -0.7 | -1 | -4 | 1 | -2 | -2 | -4 | 0.2
